Assay outcomes: PubChem, Sanford-Burnham Center for Chemical Genomics
UBC13 inh = UBC13 polyubiquitin chain formation inhibitors, primary screen, biochemical, TR-FRET, uHTS | Ubiquitin-conjugating enzyme E2 N (Homo sapiens), P61088 | inhibition, % at 20 µM | 330,000 tested, 0.47% active; in the data active means inhibition above about 45%, passing the limit was not always enough
SENP6 block = SENP6 protease inhibitors, primary screen, biochemical, luminescence, uHTS. Sentrin-specific protease 6 (Homo sapiens), Q9GZR1. Recombinant SENP6 catalytic domain, aminoluciferin luminescence. inhibition, % at 10 µM. 330,000 tested, 1.8% active;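 active means inhibition above about 50% at the single tested dose, limit read from the data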;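 further: plate controls were DMSO wells with enzyme for no effect and DMSO wells lacking enzyme for full effect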
Target sequence (Q9GZR1 628-1112 limits assumed): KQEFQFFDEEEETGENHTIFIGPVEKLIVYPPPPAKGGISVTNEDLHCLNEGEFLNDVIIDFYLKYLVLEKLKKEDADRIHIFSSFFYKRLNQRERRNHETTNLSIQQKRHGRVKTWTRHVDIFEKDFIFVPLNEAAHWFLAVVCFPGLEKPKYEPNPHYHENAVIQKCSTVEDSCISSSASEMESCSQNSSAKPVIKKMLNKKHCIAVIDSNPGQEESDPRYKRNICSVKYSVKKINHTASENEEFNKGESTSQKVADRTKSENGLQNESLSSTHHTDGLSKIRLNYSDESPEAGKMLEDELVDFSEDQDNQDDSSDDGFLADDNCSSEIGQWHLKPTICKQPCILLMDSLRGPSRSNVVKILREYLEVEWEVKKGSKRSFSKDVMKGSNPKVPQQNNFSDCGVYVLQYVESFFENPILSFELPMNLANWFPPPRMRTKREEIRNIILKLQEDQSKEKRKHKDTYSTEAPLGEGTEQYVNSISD
SENP7 inh = SENP7 protease inhibitors, primary screen, biochemical, luminescence, uHTS; Sentrin-specific protease 7 (Homo sapiens), Q9BQF6; recombinant SENP7, Z-RLRGG-aminoluciferin luminescence, 40 min; inhibition, % at 5 µM; 330,000 tested, 1.5% active; AID 434973, 2010;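 active means inhibition above about 50% at the single test dose, limit read from the data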;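 further: plate controls were DMSO with enzyme for no effect and no enzyme buffer wells for full effect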
Target sequence (Q9BQF6 706-1050 limits assumed): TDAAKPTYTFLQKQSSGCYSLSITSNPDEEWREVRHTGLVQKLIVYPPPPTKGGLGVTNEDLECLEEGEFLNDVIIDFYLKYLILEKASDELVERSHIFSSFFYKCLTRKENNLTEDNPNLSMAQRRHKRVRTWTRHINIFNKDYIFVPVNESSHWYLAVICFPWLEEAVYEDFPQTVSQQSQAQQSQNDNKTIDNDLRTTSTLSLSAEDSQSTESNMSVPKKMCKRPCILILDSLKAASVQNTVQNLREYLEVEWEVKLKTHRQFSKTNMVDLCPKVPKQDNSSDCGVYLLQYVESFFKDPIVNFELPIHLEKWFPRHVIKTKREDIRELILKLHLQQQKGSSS
SENP1 FRET inh = human SENP1 catalytic domain inhibitors, primary screen, biochemical, FRET, uHTS | Sentrin-specific protease 1 (Homo sapiens), Q9P0U3 | recombinant SENP1 catalytic domain, CyPet-SUMO1-YPet FRET cleavage | inhibition, % at 10 µM | 360,000 tested, 0.21% active;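 active means inhibition at least 30% at 10 µM, raw YFP signal under a set limit, fluorescence ratio 0.5 to 1.5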;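 further: 0% = enzyme with DMSO and 100% = no enzyme wells; some results filed as inactive read as strong as hits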
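Material: hSENP1 catalytic domain, recombinant; medium: Tris pH 8 with BME, BSA, NP40 and catalase; compound: single concentration of 10 µM compound, 0.5% DMSO final; technique: FRET read of cyan and yellow fluorescence; timing: 50 min enzyme reaction, room temperature, light-protected; reagent: SFCypet-SUMO1-SFYpet substrate at 25 nM; control set: no-enzyme low, enzyme-DMSO high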
HKDC1 inh = HKDC1 hexokinase inhibitors, primary screen, biochemical, fluorescence, uHTS | inhibition, % at 20 µM | 340,000 tested, 0.16% active | recombinant HKDC1, G6PDH/diaphorase resazurin coupled fluorescence | Q2TB90;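 active means inhibition above about 35% when tested at 20 µM, limit read from the data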;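 further: plate controls were DMSO wells with enzyme for no effect and DMSO wells lacking enzyme for full effect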
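Assay system: recombinant HKDC1 hexokinase; detection: coupled resazurin fluorescence, excitation 525 nm, emission 613 nm; benchmarks: DMSO-plus-enzyme-mix negative control, buffer-substituted positive control; compound dosing: single 20 µM dose; schedule: 90 min at room temperature in dark; also added: glucose plus 1 mM ATP as hexokinase substrates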
SENP8 block-1 = human SENP8 protease inhibitors, primary screen, biochemical, fluorescence, Nedd8 protein substrate, uHTS | inhibition, % at 20 µM | Sentrin-specific protease 8 (Homo sapiens), Q96LD8 | recombinant SENP8 | AID 602440, 2012 | 360,000 tested, 0.64% active; in the data active means inhibition mostly above about 40%, no sharp cut-off; inactive means mostly below about 27%
Target sequence (Q96LD8 whole entry, looked up): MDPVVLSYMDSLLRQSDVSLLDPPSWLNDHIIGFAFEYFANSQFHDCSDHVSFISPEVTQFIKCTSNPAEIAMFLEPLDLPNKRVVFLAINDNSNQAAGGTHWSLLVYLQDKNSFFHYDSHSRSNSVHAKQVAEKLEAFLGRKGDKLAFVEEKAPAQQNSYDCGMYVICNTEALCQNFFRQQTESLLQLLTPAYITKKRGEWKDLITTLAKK
beta cell repl = inducers of MIN6 beta-cell proliferation, primary screen, ATP luminescence, uHTS | 330,000 tested, 0.29% active | MIN6 cells proliferation, ATPlite luminescence, 48 h; cells starved in 0.2% serum; 100% = growth in 10% serum | proliferation, % at 10 µM;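 active means compounds whose signal lies at least 3.5 SD above the mean of all wells on their plate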;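 further: 0% = DMSO-treated cells in low-serum medium and 100% = 10% serum control; some compounds called inactive have numbers as strong as hits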
PfGluPho inh = PfG6PD enzyme inhibitors, primary screen, biochemical, fluorescence intensity, uHTS. glucose-6-phosphate dehydrogenase-6-phosphogluconolactonase (Plasmodium falciparum 3D7). PfGluPho enzyme, NADPH resazurin-diaphorase fluorescence. inhibition, % at 20 µM. 350,000 tested, 0.78% active;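 active means inhibition reaching at least a set limit at 20 µM in the primary screen, cut at about 59% in these data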;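 further: 0% = DMSO wells with substrate and 100% = DMSO wells lacking glucose-6-phosphate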
SENP8 block-2 = SENP8 protease inhibitors, primary screen, biochemical, luminescence; Sentrin-specific protease 8 (Homo sapiens), Q96LD8; purified SENP8, Z-RLRGG-aminoluciferin cleavage; inhibition, % at 10 µM; 330,000 tested, 1.2% active; AID 2540, 2010; in the data active means inhibition above about 50%
* marks the source's active call; other numbers are inactive results; · = not tested or not shown; & = joins results of further samples.

Compound	UBC13 inh	SENP6 block	SENP7 inh	SENP1 FRET inh	HKDC1 inh	SENP8 block-1	beta cell repl	PfGluPho inh	SENP8 block-2
COc1cccc(CNC(=O)Cc2csc(NC(=O)Nc3ccccc3OC)n2)c1	2	-11	2	-2	1	6	1	-3	-1
C/C(=N/NC(=O)c1ccc(Cl)cc1Cl)c1cccnc1	-4	-7	-10	0	-3	11	-4	2	-1
COCC(C)n1c(SCC(=O)N(C)C2CCS(=O)(=O)C2)nc2ccccc2c1=O (stereo not drawn)	0	-17	3	1	-4	17	0	12	6
CCOc1ncccc1C(=O)Nc1cccc(S(=O)(=O)NC2=NCCC2)c1	1	-9	-2	1	-5	6	12*	-7	6
Cc1cccc(C)c1NS(=O)(=O)c1cc2c3c(c1)CC(=O)N3CCC2	-1	-12	-1	0	6	3	-2	-18	-1
COc1ccc(N2C(=O)CC(N3CCN(c4cccc(Cl)c4)CC3)C2=O)cc1 (stereo not drawn)	3	-4	-8	2	-9	14	-1	-9	-12
CCCCCCCCCCNC(=O)C(=O)Nc1ccccn1	-14	-13	-13	1	0	10	-2	-9	-7
COc1ccc(C(CC(=O)O)NC(=O)c2cc3cc(Br)ccc3oc2=O)cc1OC (stereo not drawn)	-4	6	1	0	-11	6	0	-7	-6
COc1ccc(-c2nnc(N(C)C(=O)C3CCCO3)s2)cc1 (stereo not drawn)	-10	-18	9	3	-3	-9	-2	4	1
CCn1cc(/C=C(\NC(=O)c2ccccc2Cl)C(=O)N2CCN(C)CC2)c2ccccc21	-9	-12	3	-3	-1	-1	-2	-25	-2
O=C(O)CSc1nc2c(c(C(F)(F)F)n1)CCCC2	-4&-3	-15&-16	-6&-4	2&1	-2&-3	20&6	-4&-2	-8&13	-7&-12
CS(=O)(=O)N(CC(=O)N1CCOCC1)c1ccc2c(c1)OCO2	0	2	-2	-1	-8	17	3	-9	-5
Cc1cc2oc(=O)cc(CN3CCCCC3C)c2cc1C(C)C (stereo not drawn)	-2	-7	-3	-45	0	-51	-3	1	1
Nc1ccc(S(=O)(=O)N2CCCC2C(=O)O)cc1 (stereo not drawn)	-2	-16	-2	3	-7	9	-1	-7	-10
O=S(=O)(/C=C/c1ccccc1)NCCc1ccccn1	3	-9	-1	0	-3	21	-4	-6	-2
COc1cccc(CN(C)CC(=O)NC(=O)NCc2ccccc2)c1	-10	-3	7	3	0	6	-1	-10	-2
CC(C)(C)NC(=O)CSc1nnc(-c2ccccn2)n1-c1ccccc1	3	-4	1	0	-4	10	-1	8	2
CCNc1nc(NCC)n2c(SCC(=O)c3ccccc3Cl)nnc2n1	6	0	7	2	4	7	2	0	-2
C/C(=N\NC(=O)c1ccccc1F)c1ccccn1	-4	45	64*	0	-3	7	-6	-13	34
CC(C)(C)C1CCC(CN2CCC(CN3C(=O)C(=O)NC[C@@H]3Cc3ccccc3)CC2)CC1 (stereo partly drawn)	·	·	·	1	-7	2	·	0	·
COc1ccc(CNC(=O)C(c2ccccc2F)N(C(=O)c2csnn2)C2CC2)cc1 (stereo not drawn)	-7	-10	-4	2	-7	11	-2	9	-13
CCOC(=O)/C(C#N)=C1/C=C(C)NC(c2ccccc2O)=N1	20	-4	-1	-24	19	-273	-6	12	-6
Cc1ccc(Cn2ncc3c(N4CCN(c5ccc(C)cc5)CC4)ncnc32)cc1	-4	8	14	-1	6	14	-1	19	1
CC(C)[C@H](NC(=O)c1ccccc1)C(=O)OCC(=O)N1CCc2ccccc2C1	1	-10	-1	-1	-1	15	-2	-9	-4
O=C(O)c1cc(NC(=O)c2cccc(C(=O)Nc3cc(C(=O)O)cc(C(=O)O)c3)c2)cc(C(=O)O)c1	-8	-25	-9	4	-5	6	-5	6	-13

(further entries)
Compound	UBC13 inh	SENP6 block	SENP7 inh	SENP1 FRET inh	HKDC1 inh	SENP8 block-1	beta cell repl	PfGluPho inh	SENP8 block-2
Cc1ccc(-c2nc3ccccc3c(=O)o2)cc1	-1	54*	45	5	7	-16	-3	14	7
Fc1ccc(-c2ccc(CNCc3ccccn3)o2)cc1Cl	14	8	11	-3	-7	1	-1	20	-7
Cc1cc(N/N=C/c2ccccc2)nc(NCc2ccccc2)n1	9	-32	-10	3	-2	-49	-6	29	-25
Fc1cccc(Cl)c1-c1nnc2ccc(C(F)(F)F)cn12	9	-7	2	1	-3	-9	2	-14	6
CC(NC(=O)CN1CCN(Cc2cccc(F)c2)CC1)c1ccccc1 (stereo not drawn)	-4	-15	6	-3	-8	18	-2	-13	-12
Cc1ccc(NC(=O)Cc2nc(CCl)cs2)cc1	14	-7	3	-141	9	-40	-1	-1	2
Cc1sc2ncn(CC(=O)NCCCC(=O)N(C)Cc3ccccc3)c(=O)c2c1C	2	-15	1	2	-6	10	2	-4	3
COc1cc(SC)ccc1C(=O)N(C)Cc1ccccc1	5	-15	1	2	-6	10	0	-3	-5
CCCC(=O)NC(c1ccc(N(C)C)cc1)c1ccc2cccnc2c1O (stereo not drawn)	-12	4	11	1	-24	14	-4	-25	-5
CSc1nc(Cl)cc(N(CCO)CCO)n1	5	-7	-1	0	2	18	-2	-2	0
CNC(=O)c1[nH]cnc1C(=O)Nc1cccc(OC)c1	-5	-19	-10	3	3	21	1	0	-7
CCOC(=O)C1CCCN(C2CC(=O)N(c3ccccc3)C2=O)C1 (stereo not drawn)	0	-1	5	1	-6	12	0	-20	2
Cc1ccc(-c2ccc(/C=N/NC(=O)CN3CCCC3)o2)cc1Cl	-2	-9	0	-1	-2	-75	-6	3	-4
CC(C)CNC(=O)c1cccc2c1-c1ccccc1C2=O	-2	13	-1	-1	1	14	0	-4	6
Oc1ccc(/C=N/NC(=S)Nc2cccnc2)cc1O	0	-4	-5	-7	17	-50	-1	-2	-4
COc1ccc(Cl)cc1NC(=S)Nc1ccc(Cl)cn1	0	-3	1	0	-5	4	-2	-4	-1
Cc1ccc(C(=O)Nc2ccon2)cc1S(=O)(=O)N1CCCC1	17	4	8	-8	5	16	4	-12	-2
O=C(CC1C(=O)NCCN1Cc1ccc(-c2ccccc2)cc1)NCCCn1cccn1 (stereo not drawn)	3	-3	0	-6	-2	-44	-1	-14	1
COc1ccccc1N1CCN(CC(=O)N2N=CCC2c2ccccc2)CC1 (stereo not drawn)	-8	6	-6	3	-7	14	-1	2	-3
c1cc(Nc2ncnc3sccc23)cc(-c2nnc3n2CCCCC3)c1	9	-12	-1	-52	3	-14	-2	27	0
COc1ccc(CCC(C)N2CCC(CO)(Cc3ccccc3)CC2)cc1 (stereo not drawn)	1	-13	-6	-4	-5	17	-3	9	4
O=C(CSc1ncnc2[nH]ncc12)Nc1nc(-c2ccc(F)c(F)c2)cs1	-27	-22	-2	0	-7	-1	-2	-13	-10
C/C(Cc1ccccc1)=N/NC(=O)CNC(=O)C(c1ccccc1)c1ccccc1	0	-14	6	-1	-3	8	-2	-10	3
CCOC(=O)c1ccc2c(c1)nc(SCC(=O)c1ccco1)n2CC	-9	-1	-14	0	12	9	0	39	-1
Cc1cc(C)n2nc(SCN3C(=O)c4ccccc4C3=O)nc2n1	3	-6	3	3	14	3	-4	8	10

The list goes on:
Compound	UBC13 inh	SENP6 block	SENP7 inh	SENP1 FRET inh	HKDC1 inh	SENP8 block-1	beta cell repl	PfGluPho inh	SENP8 block-2
Cc1ccc(N2CC(C(=O)OCc3nc(N)nc(Nc4ccccc4C)n3)CC2=O)cc1 (stereo not drawn)	-7	-3	-5	-1	-2	1	-3	4	4
COc1ccc(NCc2ccc3c(c2)OCO3)cc1Cl	6	11	1	0	2	10	0	21	-3
CN(C)c1oc(-c2ccccc2Cl)nc1S(=O)(=O)c1ccccc1	12	0	-3	3	0	-12	-1	5	7
O=C(c1ccc(Cl)cc1)c1oc2ccccc2c1CS(=O)(=O)c1ccccc1	9	-19	3	0	-6	16	-6	-9	-4
CC(=O)c1cccc(NC(=O)COC(=O)C2=COCCO2)c1	-3	-8	-6	0	-3	20	2	-2	1
CCOC(=O)CSc1nc2cc(C)ccc2cc1C#N	10	7	-2	55*	1	0	4	-10	1
Cc1ccc(Oc2c(C(N)=O)cc([N+](=O)[O-])cc2[N+](=O)[O-])cc1	5	5	-4	2	9	28	-6	7	2
CCN(CC)CCCCNc1ncc2cc(-c3cc(OC)cc(OC)c3)c(NC(=O)NC(C)(C)C)nc2n1	45	-3	-2	-76	-3	-392	-8	8	5
Cc1ccc[n+](C2C(c3ccc([N+](=O)[O-])cc3)C(C#N)=C([S-])NC2(O)C2CC2)c1 (stereo not drawn)	7	13	7	4	-3	19	0	30	-3
CSc1ccc(CNc2nnnn2C)cc1	-3	-5	1	1	-5	17	-2	-14	11
CSc1ccccc1NC(=O)CN(C)C(=O)Cn1c(=O)oc2ccccc21	-3	-6	2	1	-2	2	3	8	3
COc1ccc(-c2nnc(SCC(=O)NCC3CCCO3)n2C)cc1 (stereo not drawn)	6	-7	-1	1	-9	8	1	6	-1
Cc1cc(C)c2c(N)c(C(=O)N3CCN(c4ncccn4)CC3)sc2n1	2	-14	-16	-3	9	-47	-1	36	-5
Cc1ccc(C)c(N2CCN(C(=S)Nc3ccc4nc(N5CCOCC5)cc(C)c4c3)CC2)c1	-10	25	-1	-93	12	-422	-5	-9	12
COc1ccc(-c2ccc3ccccc3n2)cc1	7	94*	99*	2	1	-417	-3	12	93*
COc1ccc(S(=O)(=O)N2Cc3ccccc3CC2C(=O)Nc2nccs2)cc1OC (stereo not drawn)	7	-10	3	0	-8	17	-3	5	-1
CCCn1c(-c2ccc(OC)cc2)nc2nc3ccccc3nc21	29	7	13	-36	7	-286	2	-5	3
COc1ccc(N(CCCN2C(=O)c3cccc4cccc(c34)C2=O)C(=O)c2cccc(OC)c2)cc1	-12	-10	-3	3	30	-24	0	24	-9
Cc1cc(C)nc(NS(=O)(=O)c2ccc(Br)s2)c1	0	22	6	-24	9	1	-1	32	8
CCC(COC)Oc1cc(NCc2ccccc2)c2ncn(C(C)C)c2c1 (stereo not drawn)	1	84*	73*	-60	21	11	-4	83*	77*
COc1ccc(CCCc2nnc(SCC(=O)Nc3nc(C)cs3)n2C)cc1	0	-21	-8	0	-11	8	-2	-1	-4

Copied from the list.
Value of Cc1ccc(C)c(N2CCN(C(=S)Nc3ccc4nc(N5CCOCC5)cc(C)c4c3)CC2)c1 in SENP7 inh: -1
Value of Cc1cc(C)c2c(N)c(C(=O)N3CCN(c4ncccn4)CC3)sc2n1 in SENP6 block: -14
